Pf growth 96h: P. falciparum growth inhibition at 96 hour, primary screen for plastid delayed-death inhibitors; P. falciparum luciferase reporter growth, 96 h; Potency, µM (titrated, usually from 28.7 µM), without a hit: at the top dose activity change, negative = inhibition, hits mostly inhibitors; 320,000 tested, 6.9% active; AID 504834; note: potency is the fitted concentration of half-maximal effect; % is set by controls: 0 for no effect and ±100 for the full control effect
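Two-generation exposure (96 h) targets delayed-death phenotype. Reporter parasites carrying integrated firefly luciferase, in red cells at 2% hematocrit and 0.05% parasitemia final, kept at 37 C, 5% CO2; luminescence loss indicates inhibition.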
Tb PYK inh: T. brucei pyruvate kinase inhibition | Q57TT1 | TbPYK enzyme, Kinase-Glo Plus ATP luminescence, 45 min | Potency, µM (series often up to 76.8 µM), without a hit: at the highest dose activity, negative = inhibition, hits mostly inhibitors | 410,000 tested, 0.12% active | AID 624173; note: potency is the fitted concentration of half-maximal effect; % is set by controls: 0 for no effect and ±100 for the full control effect; nearly all actives have a fitted effect of over 50% in size
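ADP (130 uM final) triggers the TbPYK reaction after compound addition; incubation is 45 min at room temperature. Kinase-Glo Plus is then added and luminescence imaged. Normalized data are fitted to concentration-effect curves.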
Cycloheximide cs: counter-screen hit for Shiga toxin inhibitors, cycloheximide; AID 2314; cell reporter, cycloheximide protein synthesis inhibition counterscreen; max response, %; 300,000 tested, 12% active; in the data active = max response mostly above about 13%, no sharp cut-off; inactive = mostly below about 14%; note: read at 38.3 µM for the half of the compounds with a filed dose; 0% is about no effect
Shiga toxin inh: Shiga toxin inhibition | Vero cells, Shiga toxin protein synthesis inhibition reporter | 290,000 tested, 9.2% active | inhibition, % at 38.7 µM; in the data active = inhibition mostly above about 28%, no sharp cut-off; inactive = mostly below about 43%; note: 0% is about no effect
AMA1-RON2 inh: inhibitors of Plasmodium falciparum AMA1-RON2 interaction; AlphaScreen AMA1-biotinylated RON2 peptide binding; 360,000 tested, 0.2% active; AID 720542; Potency, µM (titrated, usually from 58.2 µM), for the others: top-dose activity change, negative = inhibition, hits mostly inhibitors;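 note: potency is the fitted concentration of half-maximal effect; 0% = vehicle wells and -100% = peptide control; nearly all actives have a fitted effect of over 45% in size; some results filed as inactive show a strong effect at the top dose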
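AMA1 (3D7) with his tag at 25 nM final met compounds first, then biotinylated RON2 peptide at 25 nM; detection used donor plus acceptor beads, 10 µg/mL apiece, read by AlphaScreen after 30 min at room temperature.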
LmPK inh: inhibitors of Leishmania mexicana pyruvate kinase | 290,000 tested, 0.37% active | AID 1721 | Potency, µM (series often up to 57.5 µM), inactives show at the highest dose activity change, negative = inhibition, most hits filed as inhibitors | Q27686 | purified LmPK, Kinase-Glo ATP luminescence, 1 h; note: potency is the fitted concentration of half-maximal effect; % is set by controls: 0 for no effect and ±100 for the full control effect
Target sequence (Q27686 whole entry, looked up): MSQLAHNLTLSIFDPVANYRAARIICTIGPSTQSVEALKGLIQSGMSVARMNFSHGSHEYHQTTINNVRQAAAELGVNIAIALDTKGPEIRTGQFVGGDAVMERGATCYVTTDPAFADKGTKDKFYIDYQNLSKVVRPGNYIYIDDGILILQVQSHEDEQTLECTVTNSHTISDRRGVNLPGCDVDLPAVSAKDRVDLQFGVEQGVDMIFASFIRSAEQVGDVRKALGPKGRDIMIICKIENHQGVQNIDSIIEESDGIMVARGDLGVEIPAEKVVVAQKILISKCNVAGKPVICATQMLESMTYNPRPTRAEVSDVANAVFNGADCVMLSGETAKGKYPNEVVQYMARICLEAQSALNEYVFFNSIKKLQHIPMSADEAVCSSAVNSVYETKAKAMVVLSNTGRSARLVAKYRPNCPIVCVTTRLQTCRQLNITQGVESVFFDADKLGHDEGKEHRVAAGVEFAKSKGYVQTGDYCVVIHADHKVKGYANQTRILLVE
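ATP generated from ADP (0.1 mM) and PEP (0.5 mM) by 0.1 nM LmPK over 1 h at room temperature (pH 7.2 imidazole buffer) was detected by coupled luciferase luminescence. Values were normalized to uninhibited and no-enzyme wells.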
Pf growth 48h: inhibits P. falciparum growth in the first generation, 48 h; P. falciparum luciferase growth in erythrocytes, 48 h; Potency, µM (doses to about 28.7 µM), without a hit: top-dose activity change, negative = inhibition, usual class: inhibitors; 310,000 tested, 5.9% active; AID 504832; note: potency is the fitted concentration of half-maximal effect; % is set by controls: 0 for no effect and ±100 for the full control effect
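Here the parasites carry a stable luciferase gene and grow inside erythrocytes in Albumax-based RPMI medium with compound for one erythrocytic cycle. Activity is scored as loss of luminescent signal.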
Numbers without * were called inactive; i = inactive; u = inconclusive; x = no result given; & = joins results of further samples; [ ] = dose if it differs, or a comment. Unless noted, calls come from the whole dose curve; as a rule, active = well fitted curve in the direction sought with a large enough effect; inconclusive = small, poorly fitted or top-dose-only effect, or another doubt; inactive = no such curve, though single readings can be large; an effect the other way counts as inactive or inconclusive.

SMILES	Pf growth 96h	Tb PYK inh	Cycloheximide cs	Shiga toxin inh	AMA1-RON2 inh	LmPK inh	Pf growth 48h
O=C(O)c1cc2c(o1)CCC/C2=N\O	-1.6%	3.8%	-7.1	-5.1	-3.0%	3.1%	17.9%
Brc1ccc(-c2nn[nH]n2)cc1	-10.1%	-2.2%	9.0	15.5	0.0%	-3.1%	19.8%
CCOC(=O)NCc1ccc(S(=O)(=O)Nc2ccccc2C)cc1	13.1µM*	2.5%	-2.5	-10.0	19.3%	7.1%	x
CC(C)(C)NC(=O)Nc1cccc(Cl)c1Cl	u	-12.7%	-1.9	5.5	1.6%	2.9%	0.8%
CCN(C(=O)COC(=O)c1c(C)nn(-c2ccccc2)c1C)C1CCS(=O)(=O)C1 (centres undefined)	111.3%[activator]	-7.8%	16.2*	42.6*	-2.3%	-13.0%	97.6%[activator]
COC(=O)c1ccccc1NC(=O)c1c(Br)cnn1C	u	-4.3%	-2.5	-11.3	3.1%	2.8%	8.1%
O=C1N=c2ccccc2=C1c1sc(=S)n(CC2CCCO2)c1O (centres undefined)	7.6%	1.3%	-5.2	-13.7	-1.7%	-17.2%	x
CCOc1ccc(S(=O)(=O)N2CN3CCN(C3)C2)cc1	u	-6.8%	-3.8	-14.7	107.1%[activator]	2.0%	0.0%
CCCOc1cc(C)c(S(=O)(=O)N2CCOCC2)cc1C	14.4%	x	-2.7	-8.9	x	2.4%	-23.9%
Cc1cccn2c(=O)c3cc(C(=O)NC4CCS(=O)(=O)C4)n(Cc4ccccc4)c3nc12 (centres undefined)	-0.6%	-4.3%	8.7	-4.4	11.9%	0.5%	-0.2%

A different layout for some results above.
Molecule | Pf growth 96h | Tb PYK inh | Cycloheximide cs | Shiga toxin inh | AMA1-RON2 inh | LmPK inh | Pf growth 48h
Brc1ccc(-c2nn[nH]n2)cc1 | -10.1% | -2.2% | 9.0 | 15.5 | 0.0% | -3.1% | 19.8%
CCOC(=O)NCc1ccc(S(=O)(=O)Nc2ccccc2C)cc1 | 13.1µM* | 2.5% | -2.5 | -10.0 | 19.3% | 7.1% | x
CC(C)(C)NC(=O)Nc1cccc(Cl)c1Cl | u | -12.7% | -1.9 | 5.5 | 1.6% | 2.9% | 0.8%
CCN(C(=O)COC(=O)c1c(C)nn(-c2ccccc2)c1C)C1CCS(=O)(=O)C1 (centres undefined) | 111.3%[activator] | -7.8% | 16.2* | 42.6* | -2.3% | -13.0% | 97.6%[activator]
COC(=O)c1ccccc1NC(=O)c1c(Br)cnn1C | u | -4.3% | -2.5 | -11.3 | 3.1% | 2.8% | 8.1%
O=C1N=c2ccccc2=C1c1sc(=S)n(CC2CCCO2)c1O (centres undefined) | 7.6% | 1.3% | -5.2 | -13.7 | -1.7% | -17.2% | x
CCOc1ccc(S(=O)(=O)N2CN3CCN(C3)C2)cc1 | u | -6.8% | -3.8 | -14.7 | 107.1%[activator] | 2.0% | 0.0%
CCCOc1cc(C)c(S(=O)(=O)N2CCOCC2)cc1C | 14.4% | x | -2.7 | -8.9 | x | 2.4% | -23.9%

Next results follow.
SMILES	Pf growth 96h	Tb PYK inh	Cycloheximide cs	Shiga toxin inh	AMA1-RON2 inh	LmPK inh	Pf growth 48h
CC(C)NC(=O)c1nc2c(nnn2Cc2cccc(Cl)c2)c(=O)[nH]1	0.0%	-8.5%	-2.6	-5.2	21.9%	-7.3%	14.6%
CCNC(=O)NC(=O)C(C)OC(=O)c1oc2ccccc2c1CSC1CCCCC1 (centres undefined)	u	-11.9%	-1.6	-7.3	11.8%	2.7%	25.2%
COc1cc(OC)c(NC(=O)CS(=O)(=O)Cc2nc(-c3ccc(C)cc3)oc2C)cc1Cl	8.28µM*	3.5%	2.8	46.0	-7.1%	9.0%	x
Cc1ccc(CNC(=O)C2CCN(c3nnc(N4CCCC4=O)s3)CC2)cc1	72.3%	-7.3%	1.1	-0.4	-2.4%	-4.5%	4.2%
COc1cccc(NC(=O)CSc2nnc(Cc3ccc(OC)c(OC)c3)o2)c1	u	-1.9%	-3.5	-3.5	19.8%	1.1%	8.6%
COc1ccc(C2CC(=O)C3=C(C2)Nc2ccccc2NC3c2coc3ccccc3c2=O)cc1OC (centres undefined)	-19.0%	4.4%	0.5	-12.7	-27.0%	2.2%	7.38µM*
Cc1ccc(S(=O)(=O)NCCN2CCOCC2)c(C)c1	37.9%[activator]	8.1%	3.1	2.3	7.7%	6.4%	12.5%
O=C(Cc1n[nH]c(=O)[nH]c1=O)N/N=C/c1c(O)ccc2ccccc12	u	0.6%	-2.1	19.3	56.7%[activator]	-1.1%	u
O=C(NCCc1ccccn1)c1cc(-c2ccc(Cl)cc2)nc2ccccc12	u	-2.1%	-4.9	-7.6	10.2%	-1.2%	-25.7%
Cc1nn2cc(-c3ncc(C(F)(F)F)cc3Cl)cnc2c1Br	x	-6.7%	20.1	57.4*	18.1%	-2.5%	i
COc1ccc(OC)c(NC(=O)c2c(NC(=O)CNCc3ccco3)sc3c2CCC3)c1	-25.0%	-4.4%	-1.2	-4.6	-4.6%	2.6%	-10.1%
O=C(N/N=C/c1cccnc1)c1ccc([N+](=O)[O-])cc1Cl	51.5%[activator]	0.3%	10.4	35.0	7.4%	-1.9%	36.4%[activator]
C=CCn1c(SCn2nnc3ccccc3c2=O)nnc1-c1ccc(Cl)cc1	11.7µM*	-7.0%	8.6	42.5	12.5%	5.1%	-1.6%
O=c1[nH]c2ccccc2nc1-c1ccccc1	55.1%[activator]	-2.6%	25.8*	50.1*	8.1%	-4.4%	52.6%[activator]
Cn1c(=O)c2c(-c3ccccc3F)c3c(nc2n(C)c1=O)-c1ccccc1C3O (centres undefined)	0.233µM*	-3.1%	-2.0	10.3	-2.3%	-14.1%	-20.6%
Cc1ccc(NS(=O)(=O)N(C)C)cc1	-8.2%	-1.2%	-2.6	11.4	-1.5%	1.9%	-24.4%
Cc1cc(C)n2nc(CNS(=O)(=O)c3cccc([N+](=O)[O-])c3)nc2n1	-6.4%	1.0%	0.3	11.3	-0.2%	0.9%	30.3%[activator]
CCn1c(C)c(C)c2cc(C(=O)N3CCCC3)ccc21	11.3%	3.5%	1.6	7.1	11.8%	-4.6%	-20.9%
Clc1ccc(OCCCNCc2ccccc2)c(Br)c1	u	12.2%	8.5	18.4	0.4%	3.3%	-0.9%
CCOC(=O)C1CCN(C(=O)CN(c2ccc3c(c2)OCCO3)S(=O)(=O)c2ccccc2)CC1	-1.6%	-9.8%	x	x	-16.2%	x	u
Cc1ccc(CNS(=O)(=O)c2ccc(C)s2)cc1	38.3%[activator]	6.1%	11.6	38.8	-1.2%	-0.8%	25.3%
CCOc1ccc(/C(O)=C2/C(=O)C(=O)N(CCCn3ccnc3)C2c2cccs2)cc1Cl (centres undefined)	u	x	46.7*	63.1*	1.8%	-2.6%	-10.7%
Cn1cccc1C(=O)NC(=O)COC(=O)CCNS(=O)(=O)c1cccc(C(F)(F)F)c1	-12.6%	3.1%	x	x	6.8%	x	6.7%
Cc1cc(=O)n2c3ccccc3n(CC(O)CN3CCN(Cc4ccccc4)CC3)c2c1C#N (centres undefined)	u	-14.4%	1.3	6.1	-4.7%	-2.3%	u
COc1ccc(S(=O)(=O)NNC(=O)c2ccc(-n3c(C)ccc3C)cc2)cc1	u	3.5%	0.6	-14.1	-0.4%	4.9%	u
COc1ccc(OC)c(NC(=O)CN2CCN(C(=O)c3ccco3)CC2)c1	4.2%	6.3%	-1.8	22.6	-1.0%	-0.9%	u
COc1ccc(OCc2cc(C(=O)N3CCC(OC)CC3)no2)c2ccccc12	-36.4%	3.0%	41.3*	126.2*	-17.2%	-2.6%	-8.9%
COc1ccc(CCNC(=O)CCc2cn(C)c3ccccc23)c(OC)c1	23.6%	-3.3%	0.5	-3.7	-8.4%	3.1%	u
NS(=O)(=O)c1ccc(Nc2nc(-c3cccnc3)cs2)cc1	-13.2%	7.0%	1.4	-9.2	-14.3%	4.7%	-9.3%
Cn1ccnc1SCC(=O)Nc1ccc(F)c([N+](=O)[O-])c1	u	-12.9%	2.9	2.9	-0.5%	9.4%	-4.1%
COCCn1c(SCC(=O)NC(C)c2ccccc2)nc2ccccc21 (centres undefined)	-16.1%	-0.9%	-10.3	-14.6	-6.8%	-3.6%	-28.3%
CCCCC(=NCCc1c(C)[nH]c2ccc(OC)cc12)C1=C(O)CC(c2ccccc2)CC1=O (centres undefined)	-7.1%	1.8%	9.8	26.0	-26.1%	13.5%	u
COc1ccc(C(=O)NC(=S)N2CCN(c3ccc([N+](=O)[O-])cc3)CC2)cc1	21.6%	u	-4.3	-2.8	65.5%[activator]	4.7%	-0.1%
CC(C)c1onc(-c2c(Cl)cccc2Cl)c1COc1ccc(/C=C/c2cccc(C(=O)O)c2)c(Cl)c1	x	-0.4%	35.9*	60.2*	x	x	x
Cc1ccc(S(=O)(=O)NC(=O)Nc2nnc(C)s2)cc1	15.5%	-3.3%	-3.6	-3.2	-8.1%	2.6%	-7.5%
COc1ccc(N2CCN(C3CCCN(C(=O)CN4CCCC4=O)C3)CC2)cc1 (centres undefined)	u	-1.5%	-4.1	2.3	-7.7%	-1.5%	-2.3%
CCOC(=O)c1sc(Nc2nc(OC)cc(OC)n2)nc1C	-17.1%	1.4%	7.2	-2.6	-9.5%	2.9%	u
CCCCCCNCC1OCc2ccccc2CO1	13.1%	11.5%	2.0	-7.4	-15.7%	-1.4%	1.2%
O=C(O)c1[nH]c2ccccc2c1C(c1cccc(O)c1)c1c(C(=O)O)[nH]c2ccccc12	31.7%[activator]	-6.0%	-0.8	-5.2	1.8%	-0.2%	x
COC(=O)CN1C(=S)N(C)C(=O)/C1=C/c1cccs1	-11.9%	2.2%	-2.1	-4.2	-4.1%	0.8%	-2.2%
COc1ccc(CCNC(=S)NC(=O)c2ccccc2)cc1C	-76.5%	0.4%	8.4*	16.8	36.5%[activator]	3.0%	-8.5%
COc1cc(NC(=O)CSCc2ccc(Cl)cc2)c(C(=O)O)cc1OC	-29.7%	-3.3%	-1.0	-8.0	-1.2%	0.6%	2.0%
Cc1cccc(-n2cnc(C(=O)NNC(=S)Nc3ccccc3)c2)n1	u	-19.8%	-0.7	-10.7	43.0%[activator]	12.1%	u
Nc1nc(COc2ccc3ccccc3c2)cs1	x	-3.1%	59.7*	116.0*	-3.2%	-3.1%	13.9%
O=C(NC(Cc1ccccc1)C(=O)N1CCN(c2ccccn2)CC1)c1ccco1 (centres undefined)	x	x	-2.4	-18.2	25.1%	2.3%	u
Cc1ccc2nc(NCc3ccc(F)cc3)c3nncn3c2c1	3.0%	7.3%&0.0%	1.9	-5.0	26.0%	2.0%	12.2%
